tim10-1 inh: growth inhibitors of tim10-1 mutant yeast, primary screen, luminescence, uHTS; S. cerevisiae tim10-1 ts strain growth, BacTiter-Glo, 24 h; inhibition, % at 20 µM; 330,000 tested, 2.2% active;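 active = inhibition of at least 40%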;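 also: mutant grown at 25 °C; 0% = DMSO wells with yeast and 100% = wells holding no yeast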
MIN6 prolif: inducers of MIN6 beta-cell proliferation, primary screen, ATP luminescence, uHTS | 330,000 tested, 0.29% active | MIN6 cells proliferation, ATPlite luminescence, 48 h; cells starved in 0.2% serum; 100% = growth in 10% serum | proliferation, % at 10 µM;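 active = compounds whose signal lies at least 3.5 SD above the mean of all wells on their plate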;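 also: 0% = DMSO-treated cells in low-serum medium and 100% = 10% serum control; some compounds called inactive have numbers as strong as hits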
APOBEC3G inh: APOBEC3G DNA deaminase inhibitors, primary screen, biochemical, fluorescence, single-stranded DNA substrate, uHTS; DNA dC->dU-editing enzyme APOBEC-3G (Homo sapiens), Q9HC16; recombinant A3G, ssDNA deamination FAM/TAMRA fluorescence; inhibition, % at 20 µM; 330,000 tested, 0.28% active;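 active = inhibition of at least 40% at 20 µM, with no more than 30% in the related APOBEC3A deaminase screen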;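 also: plate controls were DMSO wells with A3G for no effect and wells lacking A3G enzyme for full effect; some compounds called inactive have numbers as strong as hits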
mIAP act: activators of mouse IAP, primary screen, biochemical, luminescence, uHTS | muIAP, CDP-Star luminescence, 30 min; hits give high values; 1 = vehicle-only enzyme signal, 0 = enzyme-free wells | AID 2805, 2010 | activation factor at 10 µM | 330,000 tested, 0.24% active | intestinal alkaline phosphatase [Mus musculus];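 active = activation factor of at least 2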; also: the source names both 10 and 20 µM as test concentration; values of inactives mirror those of a sister screen read the other way
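System: mouse IAP enzyme. Reagent: CDP-Star chemiluminescent phosphatase substrate. Benchmarks: DMSO wells, no-enzyme wells. Times: 30 min enzyme-substrate-compound incubation at room temperature. Detection: luminescence from enzymatic CDP-Star hydrolysis. Doses: test compounds delivered from DMSO solution.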
mIAP block: inhibitors of mouse IAP, primary screen, biochemical, luminescence, uHTS. purified mouse IAP, CDP-Star luminescence, 30 min. inhibition, % at 10 µM. 330,000 tested, 0.2% active. AID 2806, 2010;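 active = inhibition of at least 40% at 10 µM in the primary screen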;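 also: plate controls were DMSO with enzyme for no effect and no enzyme wells for full effect; values of inactives mirror those of a sister screen read the other way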
TIM10 inh: growth inhibitors of isogenic TIM10 control yeast, primary screen, counter-screen for tim10-1 yeast inhibitor project, luminescence, uHTS. S. cerevisiae TIM10 strain growth, BacTiter-Glo luminescence, 24 h. inhibition, % at 10 µM. 330,000 tested, 1.4% active;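 active = inhibition of 40% or more at the single tested concentration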;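 also: wild-type TIM10 isogenic control strain grown at permissive 25 °C; 0% = DMSO yeast wells and 100% = minimal medium wells without yeast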
APOBEC3A inh: APOBEC3A ssDNA deaminase inhibitors, primary screen, selectivity assay for APOBEC3G inhibitor project, biochemical, FAM/TAMRA oligo cleavage fluorescence. inhibition, % at 20 µM. 330,000 tested, 0.41% active. DNA dC->dU-editing enzyme APOBEC-3A (Homo sapiens), P31941. AID 493011, 2011. recombinant A3A, FAM/TAMRA ssDNA deamination fluorescence;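 active = at least 40% inhibition at 20 µM here, with at most 30% in a related deaminase screen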;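 also: plate controls were A3A with DMSO for no effect and wells lacking A3A enzyme for full effect; some results filed as inactive read as strong as hits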
Target sequence (P31941 whole entry, looked up): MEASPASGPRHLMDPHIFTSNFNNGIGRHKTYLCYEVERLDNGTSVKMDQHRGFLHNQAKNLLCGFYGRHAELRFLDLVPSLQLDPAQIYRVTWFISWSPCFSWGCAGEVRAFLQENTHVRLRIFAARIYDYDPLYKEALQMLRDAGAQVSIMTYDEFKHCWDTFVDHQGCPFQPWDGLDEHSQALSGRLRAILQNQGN
NLRP3 yeast inh: NALP3 inflammasome inhibitors in reconstituted yeast, primary screen, luminescence, uHTS. Yeast reconstituted NLRP3/ASC/caspase-1, beta-gal luminescence, 24 h. inhibition, % at 10 µM. 330,000 tested, 0.39% active;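 active = inhibition of 50% or more; inactive = inhibition below 50%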;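 also: plate controls were induced DMSO wells for no effect and uninduced yeast grown without galactose for full effect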
hIAP inh: human IAP inhibitors, primary screen, biochemical, luminescence, uHTS; Intestinal-type alkaline phosphatase (Homo sapiens), P09923; purified IAP, CDP-Star luminescence, 30 min; inhibition, % at 10 µM; 330,000 tested, 0.12% active; AID 2544, 2010;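 active = inhibition reaching a set limit with compound at 10 µM in the primary screen, cut at about 35% in these data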;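 also: plate controls were DMSO wells with enzyme for no effect and no-enzyme buffer wells for full effect; values of inactives mirror those of a sister screen read the other way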
Target sequence (P09923 whole entry, looked up): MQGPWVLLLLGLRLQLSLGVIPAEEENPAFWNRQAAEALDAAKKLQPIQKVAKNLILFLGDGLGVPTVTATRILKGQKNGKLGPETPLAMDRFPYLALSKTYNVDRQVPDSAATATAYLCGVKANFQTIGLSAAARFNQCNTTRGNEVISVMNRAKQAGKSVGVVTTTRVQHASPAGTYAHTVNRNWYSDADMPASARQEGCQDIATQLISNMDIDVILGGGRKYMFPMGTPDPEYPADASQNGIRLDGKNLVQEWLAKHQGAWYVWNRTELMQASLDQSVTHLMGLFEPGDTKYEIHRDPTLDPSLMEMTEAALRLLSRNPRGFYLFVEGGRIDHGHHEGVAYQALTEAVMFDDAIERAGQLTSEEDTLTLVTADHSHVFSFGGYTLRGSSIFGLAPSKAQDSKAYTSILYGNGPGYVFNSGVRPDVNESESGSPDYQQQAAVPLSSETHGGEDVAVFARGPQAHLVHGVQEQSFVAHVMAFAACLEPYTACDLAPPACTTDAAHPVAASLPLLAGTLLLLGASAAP
* marks the source's active call; other numbers are inactive results; . = not tested or not shown.

SMILES	APOBEC3A inh	mIAP act	APOBEC3G inh	MIN6 prolif	mIAP block	tim10-1 inh	TIM10 inh	hIAP inh	NLRP3 yeast inh
O=C(Nc1cccc(Br)c1)/C(=C\c1cccnc1)NC(=O)c1ccco1	1	1.1	-1	3	-6	1	-18	-7	16
Cc1ccccc1NC(=O)c1ocnc1C	-1	0.97	-4	2	3	-3	1	10	8
Cc1cc(C)nc(NC(=O)CCCC(=O)O)c1	-2	1	-6	-1	0	10	3	2	12
CN(CC1CCCO1)S(=O)(=O)c1ccc(C(=O)Nc2nc(-c3ccccn3)cs2)cc1 (stereo not drawn)	0	1.1	-5	-6	-7	38	2	-43	-23
O=C(NCCCn1ccnc1)c1cc(-c2cccc(O)c2)on1	-4	1	-6	-1	-4	12	7	7	-1
O=C(O)CCc1ccccc1OC(=O)c1ccccc1	-4	1	-7	0	-3	-3	13	-47	-10
Cc1cc(C)c(C)c(S(=O)(=O)NC(C)C(=O)O)c1C (stereo not drawn)	1	1	-2	1	-4	-3	10	0	-25
O=C(O)C1CCCN1C(=O)c1cncc(Br)c1 (stereo not drawn)	-2	1.1	-4	-3	-6	10	20	4	-1
Cc1cc2ncc(-c3ncc(C(F)(F)F)cc3Cl)cn2n1	4	1.1	-2	-5	-10	-3	-24	12	21
O=C1CCCc2c1nc(-c1cccc(Cl)c1)n2O	1	0.99	5	1	0	7	-6	3	11
CC1Sc2ccc(S(=O)(=O)CCC(=O)NC(C)c3ccccc3)cc2NC1=O (stereo not drawn)	-4	0.97	-6	0	3	15	-3	8	9
Cn1nc(-c2ccc(Cl)cc2)c2cc(C(=O)NCCN3CCOCC3)sc21	1	1.1	-7	-5	-9	46*	27	-20	6
CCCCNC(=O)C1CCCN(S(=O)(=O)c2c(C)noc2/C=C/c2cccs2)C1 (stereo not drawn)	1	0.9	-4	-2	10	10	0	9	0
Cc1nc2sccn2c(=O)c1S(=O)(=O)NCC(C)c1ccccc1 (stereo not drawn)	-1	1.1	-10	3	-8	-8	-2	16	6
CCn1cc(C(=O)N[C@@H](CCSC)C(=O)NCCCO)c(=O)c2cc3c(cc21)OCO3	-3	0.99	-8	-5	1	3	-8	-2	20
COC(=O)C1=C(C)N=c2s/c(=C3\C(=O)Nc4ccccc43)c(=O)n2C1c1ccccc1 (stereo not drawn)	4	0.9	10	-6	10	40*	18	-6	36
CCN(C[C@H]1N[C@@](C)(C(=O)OC)[C@H]2C(=O)N(C)C(=O)[C@@H]12)C(=O)COC	2	1	2	1	-4	-8	-2	-13	20
COc1ccc(-c2[nH]ncc2CN2CCCN(C(=O)c3ccco3)CC2)cc1F	-2	0.96	-6	-3	4	1	-18	-2	-3
COc1ccc(-c2c(C#N)c(SCC(=O)Nc3ccccc3)nc3c2CCCC3)cc1	0	0.83	-5	-2	17	21	27	0	13
Cc1occc1C(=O)NC1CCCc2ccccc21 (stereo not drawn)	3	0.99	-2	1	1	21	6	-4	-5
COc1cc2c(=O)n(CC3CCCO3)c(=O)n(CC(=O)Nc3ccc(F)cc3F)c2cc1OC (stereo not drawn)	0	0.98	1	-3	2	4	5	6	4
CCCC(=O)N(CCc1ccc(OC)cc1)Cc1nc2ccccc2c(=O)[nH]1	-3	1	-5	-2	-4	27	17	16	5
Cc1ccc(Nc2ncnc3nc[nH]c23)cc1Cl	-1	0.98	-9	0	2	-9	8	-97	2
COC(=O)CCC(=O)NC(=S)Nc1ccc(S(=O)(=O)Nc2cc(C)on2)cc1	-4	0.99	-8	-1	1	3	2	-13	2
Cc1ccc(NC(=O)CSc2nc3c(c(=O)n(C)c(=O)n3C)n2C)cc1	0	0.94	-3	1	6	-13	16	5	17
COc1ccc(C(=O)/C=C/c2ccc(O)cc2)c2c1CC(O)C(C)(C)O2 (stereo not drawn)	-1	1	-11	-5	0	1	5	7	9
CC[C@@]12C(=O)N(c3cccc(Br)c3)C(=O)N1[C@H](c1ccc(F)cc1)[C@@H]1C(=O)N(C3CCCCC3)C(=O)[C@@H]12	0	0.92	-4	-4	8	18	10	-5	9
CC(OC(=O)Cn1[nH]c(=O)c2ccccc2c1=O)C(=O)Nc1ccccc1[N+](=O)[O-] (stereo not drawn)	-4	0.95	-5	0	5	2	-5	0	13
CCN1C(=O)c2cccc3c(S(=O)(=O)Nc4ccccn4)ccc1c23	0	1	-6	-1	-2	-1	2	9	9
Cc1nc2scc(C)n2c(=O)c1S(=O)(=O)N1CCN(c2cccc(C(F)(F)F)c2)CC1	-2	0.92	-6	4	8	50*	17	14	0
COc1cccc(N2CCN(C(=O)CN3C(=O)NC(C)(c4ccc5ccccc5c4)C3=O)CC2)c1 (stereo not drawn)	-1	1.1	-3	-3	-5	28	17	-7	19
COc1ccccc1CNC(=O)c1ccc(Br)o1	3	0.97	-10	1	3	-12	-5	-5	1
O=c1ccccn1Cc1ccccc1F	0	0.99	2	-4	1	-4	8	5	-23
C#CC1CCCCC1NC(=O)Nc1cnccc1C(F)(F)F (stereo not drawn)	-1	1	-4	-1	-4	0	10	0	7
COc1cccc(N2CCN(C(=O)CN3C(=O)NC4(CCCC4)C3=O)CC2)c1	1	1.1	-1	-5	-8	-5	5	4	5
CCOc1cc(/C=N/n2cnnc2)cc(Br)c1O	-1	1	0	-1	-3	2	-10	10	9
Cc1oc(=O)c(NC(=O)c2ccccc2)cc1C(=O)c1ccccc1	-2	0.96	2	-3	4	62*	53*	-19	38
Cn1c(=O)[nH]c(=O)c2c1nc(N1CCOCC1)n2CCSc1nnnn1-c1ccccc1	2	1	-7	0	-2	11	-16	2	-2
COc1ccc(CCN(C)C(=O)c2c(C)nn(CC(C)C)c2Cl)cc1OC	-3	1.1	-11	2	-6	6	7	16	3
COc1ccc(C(=O)Nc2ccnn2C2CCN(Cc3ccn[nH]3)CC2)cc1	-1	0.98	0	1	2	-4	6	-12	-4
O=C(CNc1cccc(C(F)(F)F)c1)N/N=C/C1CCCCC1	5	1.1	5	0	-10	2	-10	-13	-3
Cc1ccc(CNC(=O)c2ccc(C)c(S(=O)(=O)N3CCCCC3)c2)cc1	-3	1.1	-5	2	-12	28	-4	-9	-2
COc1ccc(-c2noc(CNC(=O)Nc3ccc(F)cc3)n2)cc1	-1	1.1	-2	-4	-14	0	6	8	19
Cc1cccc(NC(=O)CSc2nnnn2-c2cccnc2)c1	4	1.1	5	-3	-8	3	-3	-16	10
COc1ccc(N(C)S(=O)(=O)c2cccc(C(=O)Nc3nc(C)cs3)c2)cc1	-1	1	-7	-5	0	11	-12	-14	9
O=C(Nc1cccnc1N1CCOCC1)c1ccco1	0	1	-1	1	-2	11	-11	4	5
Cc1ccccc1NC(=O)COC(=O)C1=COCCO1	-5	0.94	-8	3	6	-1	-10	-12	17
CC1=Nc2ccccc2/C1=C/c1sc(=N)n(-c2nccs2)c1O	-2	0.77	-3	-6	23	1	29	-9	41
COC(=O)Cc1sc(-c2ccccn2)nc1-c1ccccc1	2	0.99	49*	-4	1	27	33	2	6
CC(=O)NC(Nc1c(C)n(C)n(-c2ccccc2)c1=O)C(Cl)(Cl)Cl (stereo not drawn)	-1	0.98	-6	-2	2	-2	-7	-1	9
CCn1cnc2c1c(=O)n(CC(=O)NN)c(=O)n2Cc1ccccc1	-2	0.98	-9	-2	2	13	4	6	-4
CCc1cccc(NC(=O)Cc2cn(C)c3ccccc23)c1	2	1.1	2	-3	-12	18	18	-14	33
CC(C)(C)c1ccc(-c2cc(C(=O)NNC(=O)Nc3ccccc3)c3ccccc3n2)cc1	4	0.91	1	-4	9	30	9	2	9
Cc1cccc2nc(CSc3nc4ccccc4[nH]3)cn12	-9	0.9	-8	-2	10	-2	22	8	12
CC1(C)CC(=O)c2cc(OCC(=O)NCc3cccnc3)ccc2O1	-8	1.1	-8	-2	-6	3	10	-4	-6
CCNCc1ccc(OCc2ccccc2F)c(OC)c1	-2	0.97	-3	1	3	0	-11	11	7
COc1ccc2oc(C(=O)OC(C)C(=O)NC3(C#N)CCCCC3)c(C)c2c1 (stereo not drawn)	1	0.9	-5	4	10	15	33	-8	15
CCn1ccc(=O)c2cc3c(cc21)OCO3	4	1	-3	-5	-4	-19	2	0	8
COC(=O)CNC(=O)c1nn(-c2cccc(OC)c2)c(=O)c2ccccc12	2	0.92	-4	0	8	24	16	10	21
O=C(NCc1ccccc1Cl)C1CCC(=O)N(C2CCCC2)C1 (stereo not drawn)	-5	0.91	-9	4	9	15	-1	-10	0

The listing continues:
SMILES	APOBEC3A inh	mIAP act	APOBEC3G inh	MIN6 prolif	mIAP block	tim10-1 inh	TIM10 inh	hIAP inh	NLRP3 yeast inh
COc1ccc2c(CC(=O)Nc3c(C)n(C)n(-c4ccccc4)c3=O)coc2c1	-4	1	-6	-2	0	6	-8	-7	11
O=C(Nc1ccccc1)C1=C[C@H](c2ccc3c(c2)OCO3)C[C@H](OCCCCO)O1	-3	0.84	-5	-5	16	12	8	12	2
CC(C)C[C@H](NC(=O)N1CCn2c1nc1ccccc12)C(=O)NC1CCCCC1	-6	1	-5	-5	-1	22	13	-12	8
Cc1ccc(F)cc1NC(=O)c1cccc(N(C)C)c1	-3	1.1	-1	1	-7	12	18	11	8
CCOC(=O)C1(CC2CC2)CCN(C(=O)c2cc(OC)nc3ccccc23)CC1	-4	0.96	-7	-3	4	-5	18	-4	9
NC(=O)C1CCN(Cc2nc3cc(Cl)ccc3c(=O)[nH]2)CC1	-5	0.92	-1	-3	8	2	8	-11	3
COc1ccc2[nH]c3c(c2c1)CCN1C(=O)C(CC(=O)NCCc2ccccn2)C[C@H](C(=O)N2CCCCC2)[C@@]31C (stereo partly drawn)	1	1	-3	.	-9	-2	2	.	.
CCc1cccc(NC(=O)CCNS(=O)(=O)c2cccc3nonc23)c1	0	0.93	-7	-1	7	-11	9	-1	3
COc1cc(Cl)cc(C2NC(=S)NC(c3ccccc3)=C2C(C)=O)c1OCC(=O)O (stereo not drawn)	-4	1.1	-8	0	-9	7	-15	-11	9
COCCOCCOCCC(=O)NC1CC2CCC1(C)C2(C)C (stereo not drawn)	-1	0.94	-6	0	6	7	8	16	17
CC(C)OC(=O)c1c(NC(=O)c2ccco2)sc2c1CCCC2	-1	0.91	-3	0	10	18	17	16	-1
CCOc1ccc2nc(NC(=O)Cn3[nH]c(=O)c4ccccc4c3=O)sc2c1	2	1	-8	-4	-2	9	-13	-5	7

Screening results as filed in PubChem.
